# TCR-CD3 inh – inhibitors of human TCR-CD3 interaction, primary screen, biochemical, fluorescence, TAMRA-labeled TCR probe. T-cell receptor (TCR). inhibition, % at 9.4 µM. 360,000 tested, 0.37% active. AID 651800, 2012; in the data active means inhibition above about 19%;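 further: recombinant mutant TCR 2C K166C tagged with TAMRA read by polarization; 0% = receptor in buffer alone and 100% = receptor with positive control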
# GC-B act – human GC-B receptor activators, primary screen, HEK293 GC-B cells, cGMP TR-FRET, EC30 CNP; Atrial natriuretic peptide receptor 2 (Homo sapiens), P20594; 0% at EC30 CNP, 100% saturating CNP; activation, % at 10 µM; 370,000 tested, 0.11% active;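 active means activation at 10 µM reaching about 35% in either raw or pattern-adjusted values, limit read from the data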
# NPR1 activator – GC-A stimulated cGMP production enhancers – HEK293 GC-A cells, cGMP TR-FRET, EC30 ANP, primary screen | Atrial natriuretic peptide receptor 1 (Homo sapiens), P16066 | 0% at EC30 ANP, 100% saturating ANP | activation, % at 10 µM | 370,000 tested, 0.14% active | AID 1671463, 2021; in the data active means activation above about 40%
# PRMT1 FP inh – PRMT1 methyltransferase inhibitors, primary screen, biochemical, fluorescence polarization; Protein arginine N-methyltransferase 1 (Homo sapiens), Q99873; recombinant PRMT1, activity-based probe fluorescence polarization; inhibition, % at 2.79 µM; 370,000 tested, 1.3% active; AID 652257, 2013;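 active means inhibition above about 21% made by adding two undisclosed values, limit read from the data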
# SIAE inh – human SIAE inhibitors, primary screen, biochemical, fluorescence polarization, FP-Rh probe, 1536-well HTS; SIAE FP-Rh probe binding; 370,000 tested, 0.69% active; Sialate O-acetylesterase (Homo sapiens), Q9HAT2; inhibition, % at 9.66 µM;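 active means inhibition above a cutoff: mean of compounds within the control limits plus 3 SD of those, cut at about 17% in these data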;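 further: 0% = plate median of compound wells and 100% = probe without SIAE protein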
# rCAG binder – binders of r(CAG) RNA repeats, primary screen, biochemical, fluorescence; r(CAG) RNA repeat, TO-PRO-1 dye displacement fluorescence; inhibition, % at 3 µM; 370,000 tested, 1.3% active; AID 651821, 2012;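 active means inhibition above the plate cutoff, the mean of all test compounds on that plate plus 3 SD, cut at about 35% in these data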;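 further: 0% = DMSO alone and 100% = 100 µM mitoxantrone as full dye displacement; higher means more dye released from RNA so lower well fluorescence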
# ABHD4 inh – ABHD4 inhibitors, primary screen, biochemical, fluorescence polarization, mouse | purified mABHD4, FP-Rh probe fluorescence polarization | inhibition, % at 8.92 µM | 370,000 tested, 0.54% active | AID 720543, 2013;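 active means inhibition exceeding the mean over every tested compound plus 3 SD, cut at about 30% in these data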;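 further: 0% = plate median of compound wells and 100% = S159A mutant with DMSO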
# Target sequence (Q8VD66 whole entry, looked up): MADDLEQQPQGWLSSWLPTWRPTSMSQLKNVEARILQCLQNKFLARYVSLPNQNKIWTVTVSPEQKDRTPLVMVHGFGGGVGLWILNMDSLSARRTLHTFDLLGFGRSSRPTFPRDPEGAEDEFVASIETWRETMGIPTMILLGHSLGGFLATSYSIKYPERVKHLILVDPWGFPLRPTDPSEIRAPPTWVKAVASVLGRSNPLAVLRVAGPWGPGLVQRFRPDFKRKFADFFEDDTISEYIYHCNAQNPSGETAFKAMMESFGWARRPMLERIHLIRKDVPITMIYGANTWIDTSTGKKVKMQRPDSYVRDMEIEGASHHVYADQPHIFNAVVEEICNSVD
#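 system = mouse ABHD4 enzyme, wild type | medium = HEPES pH 7.0, NaCl, Pluronic buffer | also added = FP-Rh probe | incubation = Enzyme–compound pre-incubation 45 min, then probe 60 min, both 25 °C | technique = fluorescence polarization, excitation 525 nm, emission 598 nm, BODIPY TMR filters | controls = S159A mutant high control, sample median low control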
# HTRA1 inhibitor – HTRA1 serine protease inhibitors, primary screen, biochemical, fluorescence polarization, HTS. Q92743. recombinant HTRA1, FP-rhodamine activity-based probe. inhibition, % at 5.96 µM. 340,000 tested, 0.5% active. AID 504803, 2011; in the data active means inhibition above about 36%;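 further: 0% = enzyme with DMSO and 100% = wells lacking enzyme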
# UHRF1 binding – UHRF1 methylated DNA binding inhibitors, primary screen, counter-screen for MBD2 inhibitor project, biochemical, TR-FRET, human UHRF1, single concentration; UHRF1 binding to methylated oligo; inhibition, % at 4.4 µM; 370,000 tested, 0.75% active; in the data active means inhibition above about 21%;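 further: UHRF1 SRA domain binding a hemimethylated CpG hairpin DNA probe; 0% = median of test compound wells and 100% = reference inhibitor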
# Target sequence (Q96T88 whole entry, looked up, the tested form may be a part): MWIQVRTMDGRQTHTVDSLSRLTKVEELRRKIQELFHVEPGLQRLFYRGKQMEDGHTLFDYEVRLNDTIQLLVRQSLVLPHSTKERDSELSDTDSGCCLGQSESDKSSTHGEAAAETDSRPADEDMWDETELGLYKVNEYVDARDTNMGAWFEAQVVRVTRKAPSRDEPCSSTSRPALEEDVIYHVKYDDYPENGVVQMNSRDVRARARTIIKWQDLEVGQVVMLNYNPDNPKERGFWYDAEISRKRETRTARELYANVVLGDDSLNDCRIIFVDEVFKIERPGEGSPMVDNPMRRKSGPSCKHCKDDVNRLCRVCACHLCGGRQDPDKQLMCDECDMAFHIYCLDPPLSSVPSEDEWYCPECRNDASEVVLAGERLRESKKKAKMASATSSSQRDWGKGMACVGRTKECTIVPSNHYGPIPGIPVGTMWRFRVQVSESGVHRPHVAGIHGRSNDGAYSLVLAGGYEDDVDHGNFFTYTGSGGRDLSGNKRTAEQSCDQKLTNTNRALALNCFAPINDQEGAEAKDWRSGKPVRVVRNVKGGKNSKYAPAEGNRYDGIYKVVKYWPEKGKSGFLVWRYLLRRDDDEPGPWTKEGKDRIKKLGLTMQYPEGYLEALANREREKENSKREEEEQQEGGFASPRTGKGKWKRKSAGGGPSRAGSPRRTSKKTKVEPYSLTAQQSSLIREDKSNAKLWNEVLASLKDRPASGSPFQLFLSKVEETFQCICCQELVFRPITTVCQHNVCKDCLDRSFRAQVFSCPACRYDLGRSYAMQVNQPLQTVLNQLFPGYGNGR
# MBD2 inh – inhibitors of MBD2 binding to methylated DNA, primary screen, biochemical, TR-FRET, DNA-binding domain, human | Methyl-CpG-binding domain protein 2 (Homo sapiens), Q9UBB5 | MBD2 binding to methylated oligonucleotide | inhibition, % at 4.4 µM | 370,000 tested, 0.31% active; in the data active means inhibition above about 13%
# Active calls of the source: *; . = no result given. Only part of the results is shown, so the mix of outcomes need not match the whole.
SMILES,TCR-CD3 inh,GC-B act,NPR1 activator,PRMT1 FP inh,SIAE inh,rCAG binder,ABHD4 inh,HTRA1 inhibitor,UHRF1 binding,MBD2 inh
Cc1ccc2cc(CN(CC3CCCO3)S(=O)(=O)c3ccc4c(c3)OCCO4)c(=O)[nH]c2c1C (stereo not given),-4,3,1,1,0,0,4,-8,-3,-3
COc1ccc(NC(=O)COc2ccc(C)nc2[N+](=O)[O-])cc1S(N)(=O)=O,2,0,-2,-3,-1,0,5,2,-3,1
COc1ccc([C@H]2CC(=O)C=C(c3ccc(OC)c(OC)c3)C2)cc1,2,2,6,1,-1,-1,-1,-9,3,2
CCn1c(SCc2ccc([N+](=O)[O-])cc2)nnc1C(C)NC(=O)c1ccccc1Br (stereo not given),9,4,-1,0,-3,-4,-1,-1,2,-6
N/C(=N\OC(=O)CSc1ccccc1)c1cccc([N+](=O)[O-])c1,10,5,-1,-3,3,0,-6,-13,-2,-4
COc1ccccc1-n1c(C)c2c(OC)cccc(=O)c2c1C,4,-2,-5,6,12,6,-9,7,-9,0
COc1ccccc1C(=O)Nc1nc2cc3c(cc2s1)OCO3,7,-5,-2,-2,-1,2,3,-1,-1,2
O=C(Nc1ccccc1)NC1(C(=O)NCCCN2CCOCC2)CCCCC1,-3,8,3,1,-1,-2,-3,-1,4,5
NC(=O)N/N=C\c1cccs1,-3,2,2,3,0,-1,-3,.,0,-6
CS(=O)(=O)c1ccc2nc(NC(=O)c3cccc(Cl)c3)sc2c1,-2,0,2,3,-9,6,-7,-5,6,0
CCOC(=O)COc1ccc(S(=O)(=O)N2CCN(c3ccccc3F)CC2)cc1,-1,3,3,12,-10,-4,-13,-6,5,11
CCCn1c(/C=C/c2ccccc2)nc2ccccc21,-5,-3,0,0,-2,-3,-7,-24,-3,-1
COC(=O)CSc1nnc(CSc2nc(C)cc(C)n2)n1Cc1ccco1,-1,-3,2,3,14,-1,-7,5,0,-4
CCOc1ccc(S(=O)(=O)N2CCC(C(=O)NC3CC3)CC2)cc1Cl,4,-1,-6,-1,4,1,-4,1,-1,2
CC(Sc1nncn1C)C(=O)Nc1ccc(S(N)(=O)=O)cc1 (stereo not given),-2,-4,2,1,-3,12,-7,2,-1,4
CC(C)(C)C1CCC(N2CCN(c3ccccc3)CC2)CC1 (stereo not given),1,-4,3,4,1,-8,5,-9,6,2
CCCc1nnc(SCC(=O)Nc2ccc(OCC)cc2)n1N,-6,2,0,0,6,3,-1,-3,3,5
CCCCC(=O)Nc1nnn(CCC)n1,-2,-1,0,0,-3,-3,7,1,0,4
Cc1cccc(NC(=O)Nc2ccccc2)n1,0,3,3,-1,1,1,3,-4,-6,2
CCOC(=O)N1CCN(S(=O)(=O)c2c[nH]c(C(=O)OC)c2)CC1,1,4,3,3,-4,-2,3,8,0,2
CCc1ccc(N2C(=O)C3C4C=CC(CC4)C3C2=O)cc1 (stereo not given),-9,3,1,-2,4,-1,0,1,2,-1
COC(=O)c1cc2c(ccn2-c2ccc(F)cc2)n1Cc1ccc(OC(C)=O)cc1,-6,4,0,-3,3,2,-11,-1,1,-1
Cc1ccc(-c2nnc(Nc3ccccc3)o2)cc1,4,-4,6,-4,9,0,-6,-5,-4,-2
CC(=O)c1ccc(OCC(=O)N2CCN(S(=O)(=O)c3ccc(Br)s3)CC2)cc1,-2,-6,1,4,11,-6,0,-1,-1,2
Cc1ccc(C)c(C(=O)COC(=O)c2cc([N+](=O)[O-])ccc2NCCO)c1,-5,4,9,-2,-12,8,-29,-29,-4,1
CC1(C)CC(Nc2ccc(C(F)(F)F)cc2[N+](=O)[O-])CC(C)(C)N1,-4,-6,1,-1,8,2,-1,3,-6,-2
COC(=O)CCc1c(C)c(C#N)c2nc3ccccc3n2c1N1CCCC1,3,11,0,0,5,0,-2,-1,-1,-6
Cc1ccc(Cl)cc1NC(=O)COC(=O)CN1C(=O)C2CCCCC2C1=O (stereo not given),-7,-5,1,-1,-2,1,-3,-4,2,2
Cc1ccn(S(=O)(=O)c2ccc3oc(=O)ccc3c2)n1,2,5,2,1,-2,2,6,3,-1,0
Cc1ccc(-c2cccc(C3CC=CC4C3C(=O)N(Cc3ccccc3)C4c3ccc(C(F)(F)F)cc3)c2)cc1 (stereo not given),-3,8,0,1,3,11,-8,-27,8,8
COc1cc2c(cc1OC)C(C)N(C(=O)c1sccc1C)CC2 (stereo not given),-8,4,2,3,1,-7,0,4,5,5
COc1cccc(NC(=O)C(C)N2C(=O)c3ccccc3S2(=O)=O)c1 (stereo not given),5,0,2,-1,-1,1,4,-3,0,1
C[C@H](O)[C@@H]1C(=O)N2CCc3ccc(N4CCOCC4)cc3[C@@H]2C[C@@H]1N(C)S(=O)(=O)c1ccccc1,-10,3,-4,7,2,5,-9,3,5,4
CC(=O)Oc1ccc(C(=O)N2c3ccccc3NC(=O)C2C)cc1 (stereo not given),-7,3,-3,0,2,-5,2,10,0,3
CC1CCN(C(=O)c2ccccc2NC(=O)c2cccc(S(=O)(=O)N3CCOCC3)c2)CC1,-1,1,10,1,12,1,5,-5,-1,3
O=C(NC1CC1)c1cc(Cl)ccc1[N+](=O)[O-],-5,1,6,7,-2,-2,2,3,1,0
COCc1ccc(CN2CCCC(C(=O)Nc3ccc(-c4cscn4)cc3)C2)o1 (stereo not given),-1,3,5,-2,4,-2,9,-7,0,-1
CCN(c1ccc(OC)cc1)S(=O)(=O)c1csc(C(N)=O)c1,2,6,1,-3,3,-2,-2,0,-1,-2
C=CCNC(=O)c1ccccc1NC(=O)c1ccc(Cl)c(S(=O)(=O)Nc2cc(C)ccc2C)c1,12,-3,3,-1,-14,15,-15,-46,0,-3
COC(=O)c1ccc(COC(=O)CNC(=O)C2CCCCC2)cc1,7,-2,1,-4,5,3,1,3,1,1
COc1cc(NC(=O)c2cccnc2Sc2ccc(C)c(C)c2)cc(OC)c1OC,7,-1,-5,-3,2,0,-2,-19,0,-8
COc1cccc(C(=O)C2CCCN(Cc3cccc(OCCO)c3)C2)c1 (stereo not given),1,-3,-9,-1,4,-7,-8,-3,-1,2
CN=C1SC(CC(=O)Nc2ccc(F)cc2F)C(=O)N1/N=C(\C)c1cccc(OCC(=O)O)c1 (stereo not given),-3,2,-2,-1,-4,22,-6,-3,6,-3
C=CCc1cccc(CNc2nc3ccccc3n2C(C)C)c1O,2,-12,-2,0,4,-1,-14,-11,-1,2
CCOC(=O)c1sc(NC(=O)CN2C(=O)NC3(CCCCCCC3)C2=O)c(C(=O)OCC)c1C,5,-1,3,-1,-7,15,25,-3,6,-2
CC1CCCC(NC(=O)CCN2C(=O)COc3ccccc32)C1C (stereo not given),-1,-7,-3,3,-3,-2,-2,1,-1,4
Cc1cccc(C(=O)NC(=S)NNC(=O)COc2c(C)cccc2C)c1,-2,4,0,6,-1,8,5,6,1,2
CCN1CCN(S(=O)(=O)c2ccc3c4c(cccc24)C(=O)N3CC)CC1,-9,6,0,5,3,2,-13,6,0,-2
COc1ccc(Cc2nnc(N)s2)cc1OC,0,0,6,1,-4,-2,0,1,0,-3
COc1ccc(/C=C/C(=O)O)cc1S(=O)(=O)N1CCC(Cc2ccccc2)CC1,3,0,-2,2,-4,26,-4,-9,1,-6
C=CCNC(=S)N/N=C/c1ccc(N(CC)Cc2ccccc2)cc1,1,7,-6,2,8,6,7,5,-1,0
Cc1ccc2c(c1)N(CC(=O)Nc1ccc3c(c1)OCCO3)C(=O)CO2,0,1,2,1,0,-3,0,-8,2,3
COc1ccc(OCCCc2c(C)n[nH]c2C)cc1,-13,4,6,-4,2,0,3,2,0,1
O=S(=O)(c1ccc(Cl)cc1)N(Cc1ccccn1)Cc1ccccn1,3,0,-1,0,1,-1,6,-2,-1,-4
Cc1cc(NC(=O)C(=O)NCCN2CCN(C(=O)c3cccs3)CC2)ccc1Br,12,8,7,-2,1,-3,1,3,0,-2
Cc1ccnc2nc(C(=O)OC(C)C(=O)NCc3ccccc3)nn12 (stereo not given),-7,-1,0,-5,-3,2,-4,5,0,-5
CC[N+](CC)(CC=C(C)C)CC(=O)OC,-1,-10,-2,3,5,2,-5,-5,-3,-6
Cc1cc(C)c(NC(=O)c2ccc[n+](Cc3ccc([N+](=O)[O-])cc3)c2)c(C)c1,-6,7,-2,-2,6,3,0,0,-1,6
O=c1cc(N2CCc3ccccc3C2)[nH]c(=O)n1C1CCCCC1,2,-1,2,-3,6,1,4,-9,0,-3
c1ccc(-c2nnc3nc(N4CCCCC4)nc(N4CCCCC4)n23)cc1,5,4,-1,0,-7,3,1,-5,1,4

# One compound at a time (already shown). Order of values: TCR-CD3 inh | GC-B act | NPR1 activator | PRMT1 FP inh | SIAE inh | rCAG binder | ABHD4 inh | HTRA1 inhibitor | UHRF1 binding | MBD2 inh
# COc1ccc(Cc2nnc(N)s2)cc1OC across the screens: 0 | 0 | 6 | 1 | -4 | -2 | 0 | 1 | 0 | -3
# Cc1ccnc2nc(C(=O)OC(C)C(=O)NCc3ccccc3)nn12 (stereo not given) across the screens: -7 | -1 | 0 | -5 | -3 | 2 | -4 | 5 | 0 | -5
# CC(C)(C)C1CCC(N2CCN(c3ccccc3)CC2)CC1 (stereo not given) across the screens: 1 | -4 | 3 | 4 | 1 | -8 | 5 | -9 | 6 | 2
# CN=C1SC(CC(=O)Nc2ccc(F)cc2F)C(=O)N1/N=C(\C)c1cccc(OCC(=O)O)c1 (stereo not given) across the screens: -3 | 2 | -2 | -1 | -4 | 22 | -6 | -3 | 6 | -3

# Next section.
SMILES,TCR-CD3 inh,GC-B act,NPR1 activator,PRMT1 FP inh,SIAE inh,rCAG binder,ABHD4 inh,HTRA1 inhibitor,UHRF1 binding,MBD2 inh
COc1ccc2oc3c(ccc[n+]3C)c(=O)c2c1,6,-2,3,0,0,2,1,.,1,-1
CCCNC(=O)C(Cc1ccc(I)cc1)NC(=O)c1ccc2ccccc2n1 (stereo not given),-5,0,-1,-3,-6,-1,-16,-45,-1,-3
Cc1cc(C)nc(NC(=NCCc2c[nH]c3ccccc23)NC(=O)Nc2ccc(Cl)c(Cl)c2)n1,3,0,1,1,-1,5,-1,-2,1,2
O=C(Nc1cccc(-c2cn3c(n2)SCC3)c1)c1ccc2c(c1)OCO2,1,4,2,4,1,18,-16,-8,-1,4
CCOC(=O)C1=NOC(C(=O)NC2CCCC2)(C(=O)C2CC2)C1 (stereo not given),.,-4,3,3,7,4,1,.,2,-1
CCC(CO)Nc1cccc2c1S(=O)(=O)N(Cc1cn(Cc3cccc(F)c3)nn1)Cc1ccccc1O2 (stereo not given),.,15,-1,-2,-72,2,-5,.,5,-2

# Some values from the entries so far.
# Reading of CCCNC(=O)C(Cc1ccc(I)cc1)NC(=O)c1ccc2ccccc2n1 (stereo not given) in MBD2 inh: -3
# Reading of Cc1cc(C)nc(NC(=NCCc2c[nH]c3ccccc23)NC(=O)Nc2ccc(Cl)c(Cl)c2)n1 in ABHD4 inh: -1

# Assay outcomes deposited in PubChem by several laboratories.
